G9a inh: inhibitors of human histone lysine methyltransferase G9a; Potency, µM (top dose mostly 102 µM), without a hit: at the highest dose activity, negative = inhibition, usual class: inhibitors; Q96KQ7; G9a H3K9 monomethylation, AlphaScreen, 2 h; 8.8% of 350,000 active; note: potency is the fitted concentration of half-maximal effect; % is set by controls: 0 for no effect and ±100 for the full control effect; nearly all actives have a fitted effect of over 75% in size
Target sequence (Q96KQ7 913-1193 limits assumed): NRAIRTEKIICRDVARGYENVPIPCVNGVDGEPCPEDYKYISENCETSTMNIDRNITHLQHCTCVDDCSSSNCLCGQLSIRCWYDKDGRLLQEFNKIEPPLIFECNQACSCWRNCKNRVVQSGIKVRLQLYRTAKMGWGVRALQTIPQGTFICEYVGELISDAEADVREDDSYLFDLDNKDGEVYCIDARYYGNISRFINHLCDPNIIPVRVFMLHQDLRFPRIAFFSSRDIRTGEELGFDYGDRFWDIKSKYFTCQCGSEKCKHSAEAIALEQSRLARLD
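Quantitative HTS format: methyltransferase activity on a biotin-tagged H3K9 peptide is measured by AlphaScreen, using a rabbit anti-monomethyl-H3K9 antibody with streptavidin donor and anti-IgG acceptor beads. Final levels are 20 nM enzyme, 500 nM peptide, 20 uM SAM; 2 h RT.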
BAZ2B inh: BAZ2B (human) inhibition. Q9UIF8. Potency, µM (titrated, usually from 114 µM), without a hit: top-dose activity change, negative = inhibition, actives largely listed as inhibitors. AID 504333. AlphaScreen BAZ2B-H3K14Ac peptide displacement. 4.4% of 360,000 active; note: potency is the fitted concentration of half-maximal effect; % is set by controls: 0 for no effect and ±100 for the full control effect; nearly all actives have a fitted effect of over 60% in size
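AlphaScreen luminescence quantifies BAZ2B engagement of H3K14Ac peptide; the protein and biotinylated peptide are both at 50 nM final, buffer PBS pH 7.4 with 0.01% Tween-20, all steps at room temperature.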
GLS inhibitor: blocks human kidney-isoform glutaminase activity | O94925 | GLS enzymatic activity, qHTS titration | Potency, µM (series often up to 45.5 µM), without a hit: at the highest dose activity change, negative = inhibition, actives largely listed as inhibitors | 0.21% of 410,000 active | AID 624170; note: potency is the fitted concentration of half-maximal effect; % is set by controls: 0 for no effect and ±100 for the full control effect
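Read-out is an Amplex red fluorescence increase coupled through glutamate oxidase and HRP, measured before and after 30 min room-temperature incubation. hKGA is in 45 mM KH2PO4 (pH 8.2) with 0.02% Tween-20; glutamine added as 1mM solution.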
Tb PGK inh: inhibitors of T. brucei phosphoglycerate kinase. P07378. PGK/GAPDH coupled, Kinase-Glo luminescence, 60 min. Potency, µM (titrated, usually from 57.5 µM), without a hit: top-dose activity change, negative = inhibition, actives largely listed as inhibitors. 0.043% of 380,000 active. AID 602233; note: potency is the fitted concentration of half-maximal effect; % is set by controls: 0 for no effect and ±100 for the full control effect; nearly all actives have a fitted effect of over 60% in size
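Recombinant glycosomal PGK reaction used 1,3-bisphosphoglycerate generated in-well by GAPDH (100nM final) in 100mM TEA pH 7.6, 5mM MgCl2, 0.01% Tween-20. After 60 minutes at room temperature, ATP was read by Kinase-Glo Plus luminescence end-point.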
Pin1 inhibitor: blocks the human prolyl isomerase Pin1; Q13526; Pin1 FP peptide displacement, HiFluor488, 10 min; Potency, µM (doses to about 115 µM), without a hit: at the highest dose activity, negative = inhibition, most hits filed as inhibitors; 0.009% of 390,000 active; AID 504891; active = well fitted inhibition curve with a large enough effect in the polarisation, with a control signal flat, not every such curve was filed as active; inconclusive = small, poorly fitted or top-dose-only effect, or effect the other way, or a change in a side signal; inactive = no such curve, though single readings can be large or run the other way; the % refers to the polarisation; note: potency is the fitted concentration of half-maximal effect; % is set by controls: 0 for no effect and ±100 for the full control effect
HP1b chromo inh: blocks HP1-beta chromodomain binding to methylated histone tails. AlphaScreen HP1-beta / biotin-H3K9me3 peptide binding. Potency, µM (doses to about 114 µM), without a hit: top-dose activity change, negative = inhibition, actives largely listed as inhibitors. 0.56% of 390,000 active. AID 540317; note: potency is the fitted concentration of half-maximal effect; nearly all actives have a fitted effect of over 70% in size; inactives centre near 23
Target sequence (P83916 whole entry, looked up): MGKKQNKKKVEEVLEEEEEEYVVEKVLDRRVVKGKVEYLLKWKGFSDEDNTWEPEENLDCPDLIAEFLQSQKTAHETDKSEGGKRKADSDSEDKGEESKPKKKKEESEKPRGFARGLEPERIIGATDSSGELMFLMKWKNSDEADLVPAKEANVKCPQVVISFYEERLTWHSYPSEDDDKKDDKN
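HP1-beta protein (50 nM final) preincubated 30 min at room temperature with biotinylated H3(1-18)K9me3 peptide (50 nM) in PBS pH 7.4, 0.01% Tween-20, then compound added for 30 min. AlphaScreen streptavidin donor/nickel chelate acceptor beads (10 ug/mL final), 30 min dark, luminescence read.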
JMJD2A Tudor inh: blocks the human JMJD2A Tudor domain; O75164; 4.4% of 390,000 active; AlphaScreen JMJD2A-Tudor / H3K4me3 peptide binding; Potency, µM (top dose mostly 114 µM), for inactives: at the top dose activity change, negative = inhibition, usual class: inhibitors; note: potency is the fitted concentration of half-maximal effect; % is set by controls: 0 for no effect and ±100 for the full control effect; nearly all actives have a fitted effect of over 50% in size
ERG-DNA inh: inhibitors of human ERG Ets domain-DNA interaction. P11308. Potency, µM (highest dose often 76.9 µM), for the others: top-dose FP activity, negative = inhibition, most hits filed as inhibitors. 0.028% of 370,000 active. fluorescence polarization, His-ERG Ets domain / labelled DNA. AID 624246; active = well fitted inhibition curve with a large enough effect in the polarisation, with a control signal flat; inconclusive = small, poorly fitted or top-dose-only effect, or effect the other way, or a change in a side signal; inactive = no such curve, though single readings can be large or run the other way; the % refers to the polarisation;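 note: polarization taken with two DNA probes labelled with fluorescein and Texas red; potency is the fitted concentration of half-maximal effect; % of control where 0% means no effect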
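His-tagged ERG Ets domain (1 uM in the protein solution; 300mM KCl, 50mM Tris-HCl, 1mM EDTA, 1mM DTT, pH 7.5) received compound, then a probe mix of 5 nM fluorescein-DNA and 100nM Texas-615-DNA. Fluorescence polarization was read for both dyes.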
PI4K2A block: blocks human PI4K2A kinase activity; Q9BTU6; purified PI4K2A, ADP-Glo luminescence, 1 h; stronger effect = lower value; activity change, negative = inhibition, % at 76.9 µM; 0.13% of 420,000 active; in the data active = activity change below about -50%; inconclusive = mostly about -30% to -49%;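 note: -100% = wells without enzyme as full effect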
Target sequence (Q9BTU6 whole entry, looked up): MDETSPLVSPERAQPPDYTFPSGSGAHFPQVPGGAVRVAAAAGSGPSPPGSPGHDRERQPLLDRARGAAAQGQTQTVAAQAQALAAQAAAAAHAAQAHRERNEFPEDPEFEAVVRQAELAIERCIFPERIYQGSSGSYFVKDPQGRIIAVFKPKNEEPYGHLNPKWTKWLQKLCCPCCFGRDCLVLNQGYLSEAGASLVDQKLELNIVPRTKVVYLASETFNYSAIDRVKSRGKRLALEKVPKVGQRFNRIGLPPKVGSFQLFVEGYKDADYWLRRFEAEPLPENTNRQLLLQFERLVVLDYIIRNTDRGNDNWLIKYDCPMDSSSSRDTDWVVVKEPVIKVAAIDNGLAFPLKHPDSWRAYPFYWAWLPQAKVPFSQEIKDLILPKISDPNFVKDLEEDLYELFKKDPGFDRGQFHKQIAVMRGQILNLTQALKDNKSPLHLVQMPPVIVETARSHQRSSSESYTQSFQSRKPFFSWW
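Compounds are screened against recombinant PI4K2A using PI as substrate and ATP, the latter dispensed at 300 microM. Reactions run one hour at ambient temperature before ADP-Glo detection; full inhibition defined by wells lacking enzyme.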
* = called active by the depositor; i = inactive; ? = inconclusive; . = not tested or not shown; & = joins results of further samples; [ ] = dose if it differs, or a comment. Unless noted, calls come from the whole dose curve; as a rule, active = well fitted curve in the direction sought with a large enough effect; inconclusive = small, poorly fitted or top-dose-only effect, or another doubt; inactive = no such curve, though single readings can be large; an effect the other way counts as inactive or inconclusive. Not a hit list; 11% or so of the library scored in one or more.

SMILES	G9a inh	BAZ2B inh	GLS inhibitor	Tb PGK inh	Pin1 inhibitor	HP1b chromo inh	JMJD2A Tudor inh	ERG-DNA inh	PI4K2A block
O=[N+]([O-])c1ccc(Cl)cc1NCCCN1CCOCC1	-17%[59 µM]	-23%	1%	.	6%	8%	-30%	5%	-3
O=C(CSc1nncs1)Nc1ccc2c(c1)OCO2	-8%	-12%	15%	0%	2%	24%	-7%	1%	-2
O=C(Nc1ccc(F)cc1)N1CCCC(c2nc3c(nnn3Cc3ccccc3Cl)c(=O)[nH]2)C1 (centres undefined)	0%	-2%	-1%	6%	17%	33%	-6%[11.4 µM]	-1%	-4
Cn1nnc2c(N3CCCCC3)ncnc21	-2%[59 µM]	0%	0%	-2%	1%	36%	-3%	0%	-1
CC(C)(C)c1ccc(C(=O)CSc2ncn[nH]2)cc1	?	5%	2%	-4%	?	?	20µM*	2%	28
CC(C)Oc1ccc(CNC(=O)c2ccc3c(c2)nc2n3CCOC2)cc1	-2%[59 µM]	4%	-4%	-8%	-2%	27%[57 µM]	6%	-6%	5
CCOC(=O)Nc1ccc2c(c1)N(C(=O)CCN1CCN(CCO)CC1)c1ccccc1S2	.	.	15%	1%	-5%	1%	-20%	2%	9
COc1cccc(-n2c(SCC(=O)Nc3ccc(F)cc3F)nc3c([nH]c4ccccc43)c2=O)c1	25%[59 µM]	24%	-6%	i	9%	43%[activator][57 µM]	-4%	4%	-4
O=C(c1cccc(C(F)(F)F)c1)C1CCCN(C(=O)CCn2cnnn2)C1 (centres undefined)	-6%[59 µM]	0%	2%	i	7%	-1%	-7%	5%	-1
Cc1ccc(NC(=O)Cn2cc(C(=O)C3CC3)c3ccccc32)cc1	-2%	5%&4%	0%&-7%	9%&3%	-2%&-3%	8%&38%	-9%&-9%	0%&-1%	4&2
Cn1c(=O)c2c(nc(SCCN3CCCCC3)n2Cc2ccc(Cl)cc2)n(C)c1=O	-32%	-2%	18%	7%	7%	30%	-17%	2%	1
COc1ccc(N2CCN(C(=O)COCC(=O)O)CC2)cc1	?	?	28%	-9%	-1%	37%	2%	1%	4
COc1ccc(CCNC(=O)CCCn2nc(C)n3ccnc3c2=O)cc1OC	11%[12.7 µM]	?	-18%	0%	0%	34%	-1%	13%	-3
CC1=C(C#N)C(=O)NC(=O)/C1=C\c1ccc(-c2cc(C)c(C)cc2[N+](=O)[O-])o1	10µM*	45µM*	11µM*	-14%	.	?	56µM*	4%	-10
COc1cc(C2C(=O)c3ccccc3C2=O)ccc1O	.	29%	-13%	-10%	3%	85%[activator]	48%[activator]	27%	-2
O=C(O)c1cc2c(ccc3ccccc32)[nH]1	9%[59 µM]	-11%	-1%	-8%	.	12%	8%	-2%	0
O=C(CN1C(=O)CCS(=O)(=O)c2ccccc21)Nc1cccc(Cl)c1	10%[59 µM]	8%	7%	-9%	?	31%	-16%	0%	-3
Cc1ccc(S(=O)(=O)N2CCN(C(=O)Cc3ccc(S(=O)(=O)N4CCOCC4)s3)CC2)cc1	79µM*	-18%	-3%	-9%	10%	36%	-8%	-16%	0
COC(=O)c1c(NC(=O)C2COc3ccccc3O2)sc2c1CCN(C(C)=O)C2 (centres undefined)	-50%[59 µM]	-35%	14%	i	11%	5%	-36%	8%	-2
COCCN(C(=O)COC(=O)Cc1cccc(OC)c1)c1c(N)n(Cc2ccccc2)c(=O)[nH]c1=O	-41%	4%	0%	-1%	-2%	23%	-10%	15%	-2
COc1ccc(NC(=O)CSc2ncccc2C(=O)OC(C)C)cc1OC	?	?	6%	i	5%	-3%	-12%	-1%	9
Cc1ccnc(N2CCC(C(=O)NNC(=O)c3ccccc3)CC2)n1	11%[0.501 µM]	-4%	9%	.	5%	25%	-21%	.	-1
CCc1ccc(C2=NN(CCC(=O)NCCc3ccc(Cl)cc3)C(=O)CC2)cc1	-5%[59 µM]	-2%	7%	-12%	5%	46%[activator]	-9%	5%	-8
COCCN(CCOC)S(=O)(=O)c1ccc(NC(=O)c2cnccn2)cc1	17%[59 µM]	-30%	-5%	i	0%	55%[activator]	1%	15%	-4
CN(Cc1ccccc1)c1ccc(-c2nc(-c3cccnc3)no2)cc1[N+](=O)[O-]	-6%[59 µM]	-12%	-12%	-1%	-11%	39%[activator]	-11%	-9%	-1
CNC(=S)N(CCc1ccc(S(N)(=O)=O)cc1)C1CC(=O)N(c2ccccc2F)C1=O (centres undefined)	.	-15%	-18%	i	-8%	-7%	-10%	6%	-2
Cc1cc(NC(=O)CSCC(=O)Nc2ccccc2OC(F)F)no1	-2%	11%	-4%	-1%	-8%	9%	1%	-13%	0
COCCn1c(-c2cccs2)csc1=Nc1cccnc1	?	45µM*	2%	i	1%	-4%	?	41%[activator]	-7
COc1ccc(NC(=O)CSc2nnc3ccc(-c4ccncc4)nn23)cc1OC	-4%	-21%	5%	3%	4%	53%[activator]	-15%[11.4 µM]	1%	-18
O=C1CN(c2nc3nonc3nc2N2CCCCC2)CCN1	.	-7%	10%	9%	3%	30%[activator]	-1%	-5%	-3
COc1ccccc1NS(=O)(=O)c1cccc(C(=O)NC2CCN(Cc3ccccc3)CC2)c1	-41%	10%	12%	-6%	4%	-11%	-23%	22%	-5
CCCCC(CC)CNC(=O)c1ccc(Cn2c(=O)[nH]c3cc(OC)c(OC)cc3c2=O)cc1 (centres undefined)	13%[59 µM]	-1%	-3%	i	-3%	31%	-10%	-9%	1
Cc1ccccc1Nc1c(-c2ccncc2)nc2ccc(Cl)cn12	-3%	-22%&2%	37%&54%[activator]	-10%	-2%&5%	53%&75%[activator]	-4%&-10%	-16%&8%	-3&1
CCCN1CCC(NC(=O)CC2C(=O)NCCN2Cc2ccccc2C)CC1 (centres undefined)	3%	-18%	4%	5%	-15%	35%	-12%	-9%	-4
CCC(=O)Nc1nc2ccc3nc(C)sc3c2s1	-28%	10%	4%	1%	7%	8%	-18%	0%	0
CCOC(=O)c1cc(S(=O)(=O)Nc2cc(F)ccc2C)[nH]n1	18µM*	?	4%	-1%	-1%	20%[57 µM]	-29%	0%	-19
CC(=O)Nc1ccc(NC(=O)[C@@H](NC(=O)c2ccccc2F)C(C)C)cc1	9%[2.33 µM]	1%	-5%	-14%	4%	45%[activator]	-5%	8%	3
CCC(c1nnc(SCC(=O)Nc2cc(C)on2)o1)N(C)C (centres undefined)	?	?	1%	i	-6%	22%	?	0%	5
CC(C)(C)c1cc(NS(=O)(=O)c2ccc(Br)s2)no1	?	-3%	-5%	-8%	0%	43%[activator]	4%	-7%	2
O=C(NNS(=O)(=O)c1ccccc1)c1cnn(-c2ccccc2)c1-n1cccc1	74%[activator][59 µM]	-18%	28%	7%	2%	16%	-18%	2%	0
Cc1cc(N(C)C)nc(Nc2ccccc2)n1	?	9%	-2%	i	-5%	19%	-25%	6%	2
CC(CCc1ccco1)NC(=O)CSc1cc(=O)n(C)c2ccccc12 (centres undefined)	?	-35%	-13%	-9%	-6%	14%	-14%	0%	4
Cc1ccc(F)cc1NC(=O)CN1CCN(Cc2ccccc2)CC1	-6%	0%	-3%	.	2%	62%[activator]	5%	-6%	-5
Cc1ccc2[nH]c(-c3ccccc3)c(CN3CCCC3)c(=O)c2c1	.	-2%	1%	-10%	-1%	28%	-3%	-4%	-4
COc1cc(C(=O)OCC(=O)N2CCCC2)cc(OC)c1OC	-12%[12.7 µM]	-25%	-1%	0%	-2%	27%	5%	-4%	7
COc1ccc(CN(C)C(=O)CNC(=O)c2sc3ccccc3c2Cl)c(OC)c1OC	.	.	7%	-6%	0%	-17%	89µM*	-11%	5
C[C@@H](NC(=O)c1ncn(Cc2ccccc2)c1C(=O)N[C@H](C)c1ccccc1)c1ccccc1	-6%[2.33 µM]	10%	1%	-7%	0%	9%	-11%	0%	-2
CC(=O)NC1=NN(C(C)=O)C(c2ccccn2)S1 (centres undefined)	.	5%	10%	4%	1%	43%[activator]	?	-3%	-4
O=C(/C=C/c1cccc([N+](=O)[O-])c1)Nc1cc(C(=O)O)cc(C(=O)O)c1	?	?	?	-9%	-25%	?	18µM*	1%	-2
Cc1ccc(NC(=O)NCCc2c(C)nn(C)c2C)cc1Cl	10%[59 µM]	-19%	-10%	i	6%	19%	-16%	-7%	3
Cc1ccc(NC(=O)CN2C(=O)c3ccccc3Sc3ccc(C(=O)N4CCOCC4)cc32)cc1F	?	-3%	7%	1%	6%	35%	-18%	-2%	-10
CC(Sc1ccccc1)C(=O)NCC1COc2ccccc2O1 (centres undefined)	-3%[2.33 µM]	2%	-2%	0%	1%	32%	6%	12%	2
Cc1ccccc1C(=O)N1CCC(C(=O)Nc2ccc(S(=O)(=O)N3CCCCC3)cc2)CC1	.	-7%	-2%	-3%	-1%	10%	-12%	-1%	0
COc1ccc(CCC(=O)NC2CC(=O)N(c3ccc(C)cc3)C2)cc1 (centres undefined)	11%[59 µM]	-2%	4%	i	-19%	14%	-4%	1%	2

Assay outcomes (PubChem BioAssay)
